Source: PubChem BioAssay (National Center for Advancing Translational Sciences (NCATS))
HT1080 IDH1KD tx – qHTS for induction of synthetic lethality in tumor cells producing 2HG: qHTS for the HT-1080-IDH1KD cell line; HT-1080 IDH1 knockdown viability, ATP luminescence, 48 h; Potency, µM (top dose mostly 46.1 µM), for the others: at the top dose activity, negative = toxicity, most hits filed as cytotoxic; 2% of 360,000 active; AID 686971, 2013;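 further: potency means the concentration at half of the fitted maximal effect; 0% = DMSO wells and -100% = cell-free medium wells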
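In this qHTS, HT-1080 cells depleted of IDH1 are exposed for 48 h at 37 °C to compound titrations. Toxicity is scored from CellTiter-Glo luminescence, with DMSO as full viability and medium alone as none.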
MCF10A rerep – A quantitative high throughput screen for small molecules that induce DNA re-replication in MCF 10a normal breast cells | MCF 10A DNA re-replication, Hoechst nuclear intensity, 48 h | Potency, µM (titrated, usually from 46.1 µM), without a hit: at the top dose activity, positive = re-replication, actives largely listed as activators | 2.9% of 350,000 active | AID 624296, 2012; further: potency means the concentration at half of the fitted maximal effect; % of control where 0% means no effect; nearly all actives have a fitted effect of over 50% in size
IL1B secr inh – qHTS for Inhibitors of Inflammasome Signaling: IL-1-beta AlphaLISA Primary Screen | THP-1 LPS/ATP IL-1B secretion, AlphaLISA, 16 h; stronger effect = lower value | activity change, % at 57.5 µM | 4.7% of 360,000 active; in the data active means activity change below about -50%; inconclusive means mostly about -30% to -49%; further: on the % scale 0 is the no-effect control and ±100 the full control effect
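Secreted IL-1B measured by AlphaLISA bead assay after 16 h compound exposure of THP-1 cells; compounds (final up to 57.5 uM) added 1 h before LPS (250 ng/mL) and ATP (1.25 mM) stimulation; lower signal means less secretion.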
KB-V1 MDR tox – qHTS assay for MDR1-selective chemotherapeutics: Primary screen using the drug-selected MDR subline cells KB-V1 | 3.4% of 400,000 active | KB-V1 MDR cells viability, CellTiter-Glo, 72 h | Potency, µM (highest dose often 46.1 µM), inactives show top-dose activity change, negative = cytotoxicity, most hits filed as cytotoxic | AID 1347076, 2019; further: potency means the concentration at half of the fitted maximal effect; on the % scale 0 is the no-effect control and ±100 the full control effect; nearly all actives have a fitted effect of over 60% in size
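Cells of the MDR subline KB-V1 are plated, dosed with compound at multiple concentrations, and incubated 72 h at 37 degrees C; CellTiter-Glo is then added and luminescence read after 10 min.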
WRN inhibitor – qHTS for Inhibitors of WRN Helicase | Bifunctional 3'-5' exonuclease/ATP-dependent helicase WRN (Homo sapiens), Q14191 | WRN helicase unwinding, fluorescent forked duplex, kinetic | Potency, µM (highest dose often 114 µM), for inactives: at the highest dose activity change, negative = inhibition, usual class: inhibitors | 0.46% of 360,000 active | AID 651768, 2012; further: potency means the concentration at half of the fitted maximal effect; on the % scale 0 is the no-effect control and ±100 the full control effect; nearly all actives have a fitted effect of over 55% in size
Target sequence (Q14191 whole entry, looked up): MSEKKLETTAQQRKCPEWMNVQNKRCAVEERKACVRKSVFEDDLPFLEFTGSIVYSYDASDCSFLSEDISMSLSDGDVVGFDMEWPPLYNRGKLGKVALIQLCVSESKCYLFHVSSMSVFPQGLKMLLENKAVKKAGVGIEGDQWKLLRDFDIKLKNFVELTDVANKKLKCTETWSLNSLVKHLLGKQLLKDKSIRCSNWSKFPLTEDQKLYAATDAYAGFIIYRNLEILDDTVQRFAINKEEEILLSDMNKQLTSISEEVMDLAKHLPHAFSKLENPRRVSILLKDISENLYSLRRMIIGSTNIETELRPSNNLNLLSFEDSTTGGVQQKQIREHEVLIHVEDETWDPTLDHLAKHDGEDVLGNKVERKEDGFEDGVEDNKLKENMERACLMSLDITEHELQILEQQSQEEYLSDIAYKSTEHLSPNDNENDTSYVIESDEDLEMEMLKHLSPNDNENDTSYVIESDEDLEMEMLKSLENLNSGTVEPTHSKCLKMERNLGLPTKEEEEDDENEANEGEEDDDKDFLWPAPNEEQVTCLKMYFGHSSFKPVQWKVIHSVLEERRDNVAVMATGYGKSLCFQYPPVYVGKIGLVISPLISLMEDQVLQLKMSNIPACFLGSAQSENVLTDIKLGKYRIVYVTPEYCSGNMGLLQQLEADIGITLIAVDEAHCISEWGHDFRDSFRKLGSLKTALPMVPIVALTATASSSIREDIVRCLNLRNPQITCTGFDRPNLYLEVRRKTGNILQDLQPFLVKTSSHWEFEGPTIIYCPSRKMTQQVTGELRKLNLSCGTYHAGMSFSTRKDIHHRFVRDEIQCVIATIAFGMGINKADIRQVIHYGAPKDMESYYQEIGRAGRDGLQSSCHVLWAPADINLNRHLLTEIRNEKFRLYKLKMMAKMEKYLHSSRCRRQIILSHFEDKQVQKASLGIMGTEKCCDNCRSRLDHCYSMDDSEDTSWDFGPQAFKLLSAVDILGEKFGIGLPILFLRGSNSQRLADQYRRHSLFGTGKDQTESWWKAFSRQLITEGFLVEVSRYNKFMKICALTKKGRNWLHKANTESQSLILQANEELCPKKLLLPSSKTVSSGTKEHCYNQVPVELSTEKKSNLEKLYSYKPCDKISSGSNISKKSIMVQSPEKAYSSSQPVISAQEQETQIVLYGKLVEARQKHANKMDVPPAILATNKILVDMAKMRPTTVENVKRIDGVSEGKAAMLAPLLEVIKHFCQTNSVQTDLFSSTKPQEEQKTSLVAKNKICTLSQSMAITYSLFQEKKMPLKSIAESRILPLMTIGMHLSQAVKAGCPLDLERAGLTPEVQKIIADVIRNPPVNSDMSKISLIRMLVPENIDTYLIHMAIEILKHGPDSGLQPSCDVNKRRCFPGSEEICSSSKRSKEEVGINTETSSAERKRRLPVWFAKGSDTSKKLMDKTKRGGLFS
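Primary qHTS, 1536-well format. 20 nM WRN + compound, 15 min RT; start with 100 nM forked fluorophore/quencher duplex, 2 mM ATP (final); kinetic read ex 525/em 598 nm.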
ATXN2 expr inh – Primary qHTS for Inhibitors of ATXN expression; 0.72% of 360,000 active; AID 1745845, 2022; HEK-293 ATXN2-luciferase reporter, luminescence, 24 h; Potency, µM (series often up to 57 µM), inactives show top-dose activity change, negative = inhibition, actives largely listed as inhibitors; further: potency means the concentration at half of the fitted maximal effect; on the % scale 0 is the no-effect control and ±100 the full control effect; nearly all actives have a fitted effect of over 55% in size
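ATXN2-luciferase reporter cells (luciferase flanked by upstream and downstream ATXN2 gene portions) were treated 24 h at 37 °C with compounds at up to 57 uM. SteadyGlo luminescence gave expression; GF-AFC fluorescence gave viability.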
KB-3-1 tox – qHTS assay for MDR1-selective chemotherapeutics: Primary screen using the parental adenocarcinoma cell KB-3-1. 1.4% of 400,000 active. Potency, µM (highest dose often 46.1 µM), inactives show at the highest dose activity change, negative = cytotoxic, hits mostly cytotoxic. KB-3-1 viability, CellTiter-Glo ATP luminescence, 72 h; further: potency means the concentration at half of the fitted maximal effect; on the % scale 0 is the no-effect control and ±100 the full control effect; nearly all actives have a fitted effect of over 60% in size
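Cytotoxicity in the drug-sensitive parental line KB-3-1 was scored as loss of CellTiter-Glo luminescence following 72 h incubation with compound. Values come from curve fitting of normalized concentration-response data.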
HT1080-NT tox – qHTS for induction of synthetic lethality in tumor cells producing 2HG: qHTS for the HT-1080-NT fibrosarcoma cell line; 1.6% of 360,000 active; HT-1080-NT fibrosarcoma viability, CellTiter-Glo ATP luminescence, 48 h; Potency, µM (doses to about 46.1 µM), for inactives: at the highest dose activity, negative = less viability, hits mostly cytotoxic;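 further: NT is the 2HG producing partner of a matched IDH1 knockdown line; potency means the concentration at half of the fitted maximal effect; 0% = DMSO-treated cells and -100% = media-only wells without cells; nearly all actives have a fitted effect of over 55% in size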
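A 48-hour cytotoxicity screen used HT-1080-NT cells plated 2 hours before compound delivery. ATP-based CellTiter-Glo luminescence measured viability, normalized to DMSO and no-cell controls.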
SW480 rereplic – A quantitative high throughput screen for small molecules that induce DNA re-replication in SW480 colon adenocarcinoma cells; 1.8% of 340,000 active; SW480 DNA re-replication, Hoechst DNA content imaging, 48 h; Potency, µM (top dose mostly 46.1 µM), without a hit: at the top dose re-replication activation, usual class: activators; AID 624297, 2012; further: potency means the concentration at half of the fitted maximal effect; % of control where 0% means no effect; nearly all actives have a fitted effect of over 55% in size
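Quantitative HTS format with DMSO vehicle controls; 48 hr drug incubation at 37 C, then 40 min Hoechst staining and scanning imager measurement at 405 nm excitation.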
Starred values were filed as active, the others as inactive; ? = inconclusive; nt = not tested or not shown; [ ] = dose if it differs, or a comment. Unless noted, the call rests on the fitted dose curve; in most records, active means well fitted curve in the direction sought with a large enough effect; inconclusive means small, poorly fitted or top-dose-only effect, or another doubt; inactive means no such curve, though single readings can be large; an effect the other way counts as inactive or inconclusive. Rows are unselected. About 12% of those tested had a hit in this group.

#	Compound	HT1080 IDH1KD tx	MCF10A rerep	IL1B secr inh	KB-V1 MDR tox	WRN inhibitor	ATXN2 expr inh	KB-3-1 tox	HT1080-NT tox	SW480 rereplic
1	CCc1nnc(NS(=O)(=O)c2ccc(NC(=O)c3cccc(OC)c3)cc2)s1	4%	2%	7	?	-8%	11%	8%	9%	1%
2	COc1ccccc1N(C(=O)Cn1nnc2ccccc21)C(C(=O)NCc1ccco1)c1ccc(C)o1 (stereo not given)	-3%	6%	-5	-20%	-31%	-17%	-8%	-1%	2%
3	COc1cc(F)ccc1-c1csc(C(NC(C)=O)c2ccc(F)c(F)c2)n1 (stereo not given)	-8%	nt	-11	-4%	-6%	-1%	-17%	-3%	nt
4	C=CCn1c(SCc2nc3ccccc3[nH]2)nnc1-c1cccc(OC)c1	-7%	8%	20	3.7µM*	0%	-6%	-2%	-17%	-14%
5	Cc1ccc(C(=O)NCCc2nnc3ccc(SCC(=O)Nc4ccccc4C)nn23)cc1	-12%	-5%	17	15%	-6%	4%	-4%	-1%	-4%
6	Cc1ccc(S(=O)(=O)CCC(=O)c2cccc([N+](=O)[O-])c2)cc1	6.5µM*	3.7µM*	-98*	1%	14µM*	?	16%	?	2%
7	COc1ccc(CCNC(=O)CCC(=O)N2CC(C)Oc3ccccc32)cc1OC (stereo not given)	-2%	-11%	-26	-4%	5%	-11%	2%	1%	-5%
8	O=C(OCC(=O)c1ccc(Cl)cc1Cl)c1cnccn1	1%	7%	-8	26%	13%	-5%	7%	0%	8%
9	O=C(O)c1ccc(CSc2ncnc3c2cnn3Cc2ccccc2)cc1	-3%	-2%	53	-4%	-6%	-5%	-3%	-10%	-8%
10	O=C(Nc1ccc2nc(-c3cccs3)c(-c3cccs3)nc2c1)N1CCOCC1	?	18µM*	-60*	16µM*	-9%	-19%	-7%	-17%	23µM*
11	CN(C)c1ccc(N/C=C/C(=O)C(F)(F)F)cc1	6%	-2%	-7	-1%	-5%	19%	-4%	2%	-1%
12	O=C(CSc1cccc[n+]1[O-])N1CCCc2ccccc21	19%	-3%	19	-11%	10%	1%	5%	13%	1%
13	CC1CCc2c(sc(NC(=O)COC(=O)c3ccccc3NCc3ccco3)c2C#N)C1 (stereo not given)	3%	14%	-1	-25%	-11%	-13%	-2%	-22%	4%
14	COc1cc(/C=C/C(=O)NCc2cccnc2)cc(OC)c1OC	8%	1%	29	0%	4%	-1%	3%	8%	-9%
15	Cc1c(C(=O)N/N=C/c2ccccc2)[nH]c2ccc(Cl)cc12	15µM*	15µM*	29	-5%	11%	nt	?	18µM*	21µM*
16	CSc1ccc(/C=C/c2ccc3cccc(O)c3n2)cc1	?	21µM*	20	?	0%	46%[activator]	-24%	?	23%
17	Cc1coc2cc3oc(=O)c(Cc4ccccc4)c(C)c3cc12	10%	5%	23	4%	0%	-4%	16%	10%	-9%
18	COc1ccc(C)cc1S(=O)(=O)N1CCN(S(=O)(=O)c2cc(C)ccc2OC)C(C)C1 (stereo not given)	-5%	15%	25	-22%	-12%	-12%	2%	-13%	-5%
19	Nc1ncn(C23CC4CC(CC(C4)C2)C3)n1	13%	2%	16	-1%	0%	-7%	-19%	3%	0%
20	O=C(CN(C(=O)c1csnn1)c1ccccc1Cl)NC1CCCCC1	14%	1%	26	-20%	-6%	13%	-4%	2%	-6%
21	O=C(OCCCN1CCCCC1)c1ccc(O)cc1	0%[9.24 µM]	-2%	19	-3%	0%	6%	11%	-1%	-9%
22	CCC(CO)Oc1cc(NC(=O)c2ccc(F)cc2)c2ncn(C(C)C)c2c1 (stereo not given)	16%	-13%	-28	-2%	1%	-1%	0%	10%	2%
23	Cc1cc(C)c(C)c(OCCCCn2cnc3ccccc3c2=O)c1	?	?	47	23µM*	-6%	-20%	-3%	6%	12%
24	CN1C(=O)N(c2ccc(Cl)cc2)C(C)(O)CC1(C)C (stereo not given)	0%	1%	-11	4%	-12%	-9%	?	-2%	?
25	Clc1ccc(CNCc2cccs2)c(Cl)c1	4%	-1%	-6	21%	-2%	-21%	1%	12%	1%
26	CC(=O)CCc1c(C)nc2ccc(C)cc2c1Cl	-16%	6%	?	-6%	6%	8%	-3%	-23%	-1%
27	CC(C)CCOP(=O)(c1ccccc1)c1ccccc1	-1%	0%	-23	?	-31%[57.1 µM]	-3%	-4%	-3%	11%
28	O=C(Nc1ccccc1OC(F)F)c1ccc(S(=O)(=O)N2CCOCC2)cc1	0%	-4%	9	-29%	-4%	3%	17%	9%	-3%
29	Cc1cc(OCc2nn[nH]n2)c2c(C)c(Cc3ccccc3)c(=O)oc2c1	-8%	?	21	0%	-26%	-11%	5%	-4%	-1%
30	CCc1nnc(NC(=O)Nc2ccccc2OC)s1	2%	1%	12	-17%	-6%	41%[activator]	8%	1%	-11%
31	CNC(=O)N(O)C1N(NC(=O)Nc2cccc3ccccc23)C(=S)SC1(C)C (stereo not given)	-1%	-1%	-6	-9%	-1%	-2%	-1%	6%	-6%
32	O=S(=O)(c1ccc2[nH]c3c(c2c1)CCCC3)N1CCCCC1	-3%	?	0	-3%	-4%	nt	-6%	-6%	?
33	Cc1nc(SCC(=O)NCCN2C(=O)CSC2=O)nc(C)c1C	0%	-3%	3	nt	-21%	3%	nt	-4%	-17%
34	CCn1c(=O)c2sccc2n(Cc2ccccc2)c1=O	-7%	9%	9	0%	-3%	24%	?	-4%	-32%[inhibitor]
35	O=C(CN1CCOCC1)Nc1ccc(N2CCN(c3ccccc3)CC2)c(F)c1	17%	19%	34	?	-25%	?	1%	18%	-3%
36	COc1ccccc1N1CCN(C(=O)c2ccc3c(=O)n4c(nc3c2)CCCCC4)CC1	3%	0%	?	?	5%	9%	-5%	-13%	-1%
37	CC1(C)Cc2ccccc2C(=NC(Cc2ccccc2)C(=O)O)N1 (stereo not given)	-1%	?	-6	?	-3%	-14%	-1%	0%	-16%
38	CCC(C)N=C1Sc2nc3ccc(C)cc3cc2CN1CCOC (stereo not given)	-3%	?	-83*	-17%	-16%	9%	0%	-2%	23%
39	COc1cccc(NC(=O)CN(C)C(=O)c2oc3c(ccc4ccccc43)c2C)c1	-8%	?	3	-1%	-10%	4%	-2%	-28%	-14%
40	COc1ccc(N=C2C(=O)Nc3ccc(C)c(Br)c32)cc1	?	0%	10	18%	0%	nt	0%	?	-4%
41	CCS(=O)(=O)N1CCC(c2nc(-c3ccc(C)cc3)no2)CC1	4%	14%	-8	?	-2%	31%[activator]	?	0%	-9%
42	O=C(Nc1cccc2ccccc12)NC(Cc1ccccc1)C(=O)O (stereo not given)	12%	-22%	14	14%	5%	-2%	9%	1%	-3%
43	COc1cccc(CNC(=O)C(Cc2ccccc2)n2cccc2)c1 (stereo not given)	11%	-2%	?	-8%	-5%	-2%	18%	18%	-2%
44	Cc1nc(N)c(C#N)c(-c2ccc3c(c2)OCO3)c1C	9%	?	17	-23%	1%	nt	1%	-1%	-4%
45	COC(=O)C1=C(C)N(Cc2cccnc2)C(=O)C1	0%	1%	3	1%	9%	3%	-1%	3%	0%
46	Cc1cc(C(=O)OCC(=O)Nc2cc(S(=O)(=O)N3CCOCC3)ccc2Cl)c(C)o1	0%	18%	1	0%	-11%[57.1 µM]	7%	3%	-4%	8%
47	O=C(CSc1ncnc2c(-c3ccc(Cl)cc3)nsc12)c1ccccc1	20%	-1%	29	?	4%	10%	0%	-2%	7%
48	N#CC(C#N)=C1C(=O)N(CCN2CCCCC2)c2ccccc21	-4%	?	?	-6%	-3%[11.6 µM]	-20%	1%	1%	5%
49	COCC1CCCN(Cc2cn(-c3ccccc3F)nc2-c2cc(C)sc2C)C1 (stereo not given)	1%	1%	0	5%	-1%	nt	-2%	9%	0%
50	CCOC(=O)c1c(NC(=O)CCNCc2ccco2)sc2c1CCC2	-22%	7%	-69*	4%	-8%	-16%	12%	-7%	-36%[inhibitor]

(further entries)
#	Compound	HT1080 IDH1KD tx	MCF10A rerep	IL1B secr inh	KB-V1 MDR tox	WRN inhibitor	ATXN2 expr inh	KB-3-1 tox	HT1080-NT tox	SW480 rereplic
51	COc1ccc(CCNC(=O)CCn2c(SCC(=O)N3CCCC3)nc3ccccc3c2=O)cc1OC	-2%	2%	10	-15%	0%	nt	0%	1%	-12%
52	N#CCC(=O)Nc1ccc(C(=O)OCC(=O)Nc2cccc3ccccc23)cc1	-8%	nt	-1	17%	-6%	nt	-4%	8%	nt
53	COc1ccc(OC)c(-c2nn(-c3ccccc3)cc2C(=O)NCC2CCCO2)c1 (stereo not given)	15%	-26%	-5	4%	5%	10%	19%	-1%	-3%
54	COc1ccc(-c2nc(CSCC(=O)N3CCc4ccccc43)c(C)o2)cc1OC	-1%	2%	2	0%	2%	-15%	12%	1%	-1%
55	NC1=NC[C@H](Cc2ccc(O)cc2)N1CC1CCCCC1	-4%	10%	-4	?	-5%	8%	-1%	-2%	-12%
56	Brc1ccc2c(c1)C(c1ccc(N3CCOCC3)cc1)=NNC(c1cccs1)=N2	-18%	13%	-28	2%	-3%	-2%	4%	-4%	2%
57	CC1(C(=O)NCc2ccccc2)CCC(=O)N1CCCn1ccnc1 (stereo not given)	23%	nt	-5	0%	-1%	2%	0%	?	nt
